Wnt act = Wnt/beta-catenin pathway activation; Wnt/beta-catenin reporter cell assay, activator, plate reader; activation, % at 9.35 µM; hit rate 1.2% among 300,000; AID 743398; in the data active = activation above about 30%, passing the limit was not always enough; inconclusive = no clear call, values can overlap the other calls;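 note: 0% = neutral control wells and 100% = positive control wells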
SR-BI DiI-HDL act = activators of SR-BI mediated HDL lipid uptake. hit rate 0.096% among 320,000. CHO ldlA[mSR-BI] cells, DiI-HDL uptake fluorescence, 3 h; 100 = double the neutral-control signal. activation, % at 12.5 µM. AID 504775;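 active = mean replicate activation of at least 60% and every replicate at or above 60%; inconclusive = mean or all-replicate condition met, but not both; inactive = mean below 60% and not all replicates reaching 60%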;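 note: 0% = median plate neutral-control signal and 100% = twice that signal; values of inactives mirror those of a sister screen read the other way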
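System: LDL receptor-deficient CHO ldlA cells overexpressing murine SR-BI | Timing: 3 h uptake period with compound, 37 °C | Medium: HEPES-buffered (25 mM, pH 7.4) F12 plus 0.5% BSA | Dosing: Single-point compound dose | Signal: Bottom-read fluorescence, 550/595 nm | Read-out: Retained DiI signal reflecting DiI-HDL uptake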
SR-BI DiI inh = blocks mouse SR-BI lipid uptake from DiI-HDL; ldlA[mSR-BI] CHO cells, DiI-HDL uptake fluorescence, 3 h; inhibition, % at 12.5 µM; hit rate 0.96% among 320,000; AID 488896;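 active = mean replicate inhibition of at least 70% and a set share of replicates each scoring 70 or more; inconclusive = meets just one of the two criteria; inactive = fails both criteria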;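 note: 0% = median of neutral control wells and 100% = median of positive control wells; values of inactives mirror those of a sister screen read the other way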
MITF TRPM1 HTS = activators of MITF-driven TRPM1 promoter activity in SK-MEL-5 cells; hit rate 0.75% among 300,000; SK-MEL-5 TRPM1-promoter luciferase, 24 h; % of positive control, neutral wells = 0; activation, % at 12.5 µM; AID 588334;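 active = mean activation of at least 80% with every replicate also reaching 80%; inconclusive = mean reaches 80% but some replicate falls short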;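 note: 0% = neutral control wells and 100% = parthenolide positive control wells; values of inactives mirror those of a sister screen read the other way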
CDK5 p35 inh = inhibitors of human CDK5/p35 kinase; Q00535+Q15078; Recombinant CDK5/p35, ADP-Glo luminescence, 60 min; inhibition, % at 10 µM; hit rate 0.01% among 330,000; AID 488839;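 active = highest replicate inhibition of at least 50% and at least 75% of replicates reaching 50%; inconclusive = only one of the two criteria met; inactive = both criteria failed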;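 note: plate controls were DMSO neutral control for no effect and GW8510 at 10 µM for full effect; many of its hits are not listed in these tables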
Target sequence (Q00535 whole entry, looked up): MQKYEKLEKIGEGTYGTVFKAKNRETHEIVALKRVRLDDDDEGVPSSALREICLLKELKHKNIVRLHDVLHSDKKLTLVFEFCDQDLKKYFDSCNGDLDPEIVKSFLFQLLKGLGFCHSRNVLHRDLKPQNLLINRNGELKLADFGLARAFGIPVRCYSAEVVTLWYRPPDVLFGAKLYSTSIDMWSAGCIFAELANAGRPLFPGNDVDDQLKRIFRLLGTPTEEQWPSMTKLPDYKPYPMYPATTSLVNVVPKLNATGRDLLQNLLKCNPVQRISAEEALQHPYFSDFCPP
Target sequence (Q15078 whole entry, looked up): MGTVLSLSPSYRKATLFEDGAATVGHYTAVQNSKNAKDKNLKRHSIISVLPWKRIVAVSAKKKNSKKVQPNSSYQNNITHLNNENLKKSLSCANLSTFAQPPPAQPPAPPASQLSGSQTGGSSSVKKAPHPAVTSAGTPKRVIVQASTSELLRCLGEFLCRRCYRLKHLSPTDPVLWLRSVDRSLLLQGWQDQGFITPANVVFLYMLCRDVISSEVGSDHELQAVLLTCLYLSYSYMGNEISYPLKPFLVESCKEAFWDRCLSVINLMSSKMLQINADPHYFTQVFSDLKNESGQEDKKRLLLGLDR
RTF Ca sens act = increases calcium sensitivity of human cardiac regulated thin filaments; P19429+P45379; IANBD-labeled TnC RTF fluorescence at EC20 calcium; 0% EC20 calcium, 100% full calcium; activation, % at 7.2 µM; hit rate 0.24% among 340,000; AID 493008;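 active = activation above the mean over all tested compounds plus 3 SD, cut at about 30% in these data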;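 note: rise in fluorescence read as greater calcium sensitivity of cardiac thin filaments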
HTR5A ag = counter-screen for OPRM1-OPRD1 agonists: human HTR5A agonism; HTR5A agonist assay, luminescence, cell-based; activation, % at 9.3 µM; hit rate 0.61% among 340,000; in the data active = activation mostly above about 9.5%, no sharp cut-off; inactive = mostly below about 7.6%;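 note: 0% = cells with vehicle only and 100% = reference agonist; strong numbers were not always called active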
PvdQ acylase = blocks Pseudomonas aeruginosa PvdQ acylase activity; purified PvdQ acylase, fluorescence plate reader; inhibition, % at 10 µM; hit rate 0.063% among 340,000; AID 488965; in the data active = inhibition above about 30%, passing the limit was not always enough; inconclusive = no clear call, values can overlap the other calls;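 note: 0% = vehicle neutral wells and 100% = reference inhibitor wells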
Rtt109 Vps75 = blocks Candida albicans Rtt109/Vps75 acetyltransferase activity. purified Rtt109/Vps75, ThioGlo CoA-SH fluorescence, 4 h. inhibition, % at 34.9 µM. Q5AAJ8. AID 540336. hit rate 0.16% among 330,000;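 active = inhibition of at least 50% in every replicate; inconclusive = best replicate reaches 50% inhibition but some replicates fall short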
Target sequence (Q5AAJ8 whole entry, looked up): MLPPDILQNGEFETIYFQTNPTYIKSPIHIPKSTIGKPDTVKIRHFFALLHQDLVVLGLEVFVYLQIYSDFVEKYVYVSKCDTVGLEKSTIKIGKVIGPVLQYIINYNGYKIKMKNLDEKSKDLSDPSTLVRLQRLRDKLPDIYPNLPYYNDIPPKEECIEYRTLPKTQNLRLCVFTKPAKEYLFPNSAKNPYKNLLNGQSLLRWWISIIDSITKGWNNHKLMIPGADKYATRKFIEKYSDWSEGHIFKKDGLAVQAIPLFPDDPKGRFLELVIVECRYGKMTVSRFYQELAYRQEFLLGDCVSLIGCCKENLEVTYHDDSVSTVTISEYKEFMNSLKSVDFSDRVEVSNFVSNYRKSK
dFosB act = activators of mouse delta FosB homodimer. activation, % at 25 µM. purified delta FosB, TAMRA-CDK5 oligo fluorescence polarization; percent of positive-control signal above neutral wells. hit rate 0.99% among 340,000. P13346;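 active = mean activation above about 17%, with every replicate also reaching it, limit read from the data, passing the limit was not always enough; inconclusive = only one of the two conditions met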;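 note: fluorescence polarization rise as delta FosB binds a TAMRA Cdk5 AP-1 oligo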
* marks the source's active call; other numbers are inactive results; ? = inconclusive; · = no result given.

smiles,Wnt act,SR-BI DiI-HDL act,SR-BI DiI inh,MITF TRPM1 HTS,CDK5 p35 inh,RTF Ca sens act,HTR5A ag,PvdQ acylase,Rtt109 Vps75,dFosB act
COc1ccc(/C=C(\NC(=O)c2ccc([N+](=O)[O-])cc2)C(=O)NCCCN2CCOCC2)cc1,8,·,·,7,-1.1,-8,1,-10,-1,-3
CSc1cccc(NS(=O)(=O)c2ccc3c(c2)NC(=O)C(C)C(=O)N3)c1 (configuration not stated),-2,16,-16,·,1.2,-4,3,12,3,-11
CCCCc1nc(NCCNC(=O)c2ccccc2)c(C#N)c2c1CSC(C)(C)C2,-3,-35,35,-7,-0.2,1,-1,-12,-1,-14
O=C(CN1CCCCC1)Nc1ccc(S(=O)(=O)c2ccc(NC(=O)CN3CCCCC3)cc2)cc1,-5,9,-9,5,1.5,4,1,-11,-4,-5
Nc1nc(Cl)cc(Sc2ccc(F)cc2)n1,·,8,-8,0,0.0,4,-2,-2,3,6
N#CC(C(=O)NC1CCCCC1)=C1CCCCCC1,-2,22,-22,13,0.0,10,0,-14,-7,-9
O=c1cc(O)nc(-c2ccc(Cl)cc2)s1,-9,19,-19,-3,0.9,6,-4,-9,-4,-7
O=C(c1cccc(S(=O)(=O)NCc2ccccc2)c1)N1CCN(c2ccccc2Cl)CC1,0,-41,41,-5,0.0,0,-3,-1,21,-10
COc1cccc2cc(C(=O)C3=C(O)C(=O)N(CCN4CCOCC4)C3c3cccs3)oc12 (configuration not stated),·,45,-45,-5,-0.4,0,-2,11,17,0
CN1[C@@H]2CCC[C@H]1CC(NC(=O)c1nn(C)c3ccccc13)C2 (some centres not stated),-3,6,-6,7,-0.5,2,3,2,11,-3
Cc1c(Cl)ccc(S(=O)(=O)NCCN2CCOCC2)c1Cl,2,22,-22,7,-0.5,-7,0,-5,-3,7
COc1cccc(C(C(=O)Nc2ccc(F)cc2)N(C(=O)Cn2nnc3ccccc32)C2CC2)c1 (configuration not stated),·,9,-9,11,-0.2,5,-1,-4,3,11
CCN(CC(=O)NCc1cccs1)S(=O)(=O)c1ccc(C(C)C)cc1,·,9,-9,2,-0.4,-7,-4,-5,-10,-4
O=C(COc1ccc(Cl)cc1Cl)NCCSc1ccc(Cl)cc1,-2,8,-8,0,0.8,0,2,-12,0,1
Cc1noc(C)c1CSc1nnc2scc(-c3ccc(Cl)cc3)n12,·,-18,18,-1,0.3,-7,-6,-14,3,-13
O=C(Oc1cccnc1)c1ccc([N+](=O)[O-])cc1Cl,1,13,-13,0,-0.4,2,-2,-3,11,-7
Nc1nc(Nc2cccc(Cl)c2)nc(NCCO)c1[N+](=O)[O-],6,-30,30,·,58*,1,5,-16,-5,4
COc1ccc2nc(-c3ccccc3)cc(C(=O)N3CCC3)c2c1,4,-35,35,12,-0.7,2,13,-14,-2,-5
COc1cc(C)c(/C=C(\C#N)C(=O)Nc2cccc(C)c2)cc1C(C)C,-1,-30,30,4,-0.2,-5,-2,7,8,3
COc1ccc2c(c1OC)C(=O)N1c3ccccc3SC21 (configuration not stated),·,3,-3,42,2.9,13,-1,-2,-3,-6
CCC(C)(C)NC(=O)C(c1ccc(C)cc1)N(Cc1cccs1)C(=O)c1ccc2c(c1)OCCO2 (configuration not stated),·,-77,77*,0,-1.2,4,-7,-8,·,-6
COC(=O)C1=CN(c2ccc(OC)cc2)C=C(C(=O)OC)C1c1cccc(F)c1,-3,-6,6,·,0.5,-4,7,-7,-40,-8
CCOc1ccc(-c2nn(-c3ccccc3)cc2/C=C2\SC(=S)N(Cc3ccco3)C2=O)cc1,-2,12,-12,0,·,3,4,22,-9,6
C/C(=N\NC(N)=S)c1ccc(Cl)s1,0,-79,79*,-2,3.6,-11,0,0,-4,3
O=C(O)C1(c2ccccc2)CCN(S(=O)(=O)c2ccc(Br)cc2)CC1,2,1,-1,-8,0.1,8,4,-8,-1,-4

(cont.)
smiles,Wnt act,SR-BI DiI-HDL act,SR-BI DiI inh,MITF TRPM1 HTS,CDK5 p35 inh,RTF Ca sens act,HTR5A ag,PvdQ acylase,Rtt109 Vps75,dFosB act
Cn1c(Cn2c(=O)sc3ccccc32)nnc1SCC(=O)Nc1ccccc1,-4,2,-2,-11,0.7,4,5,-16,4,-4
COCC(=O)N1CCC(Oc2ccc(C(=O)NCc3cc(C)no3)cc2)CC1,1,20,-20,4,-3.5,-2,2,-12,-3,5
CCCN(CC(=O)Nc1ccc(F)c(F)c1F)C(=O)CCc1nc2ccccc2c(=O)[nH]1,-5,-45,45,-4,0.4,6,0,-13,3,40*
C=CCSc1n[nH]c(-c2ccc(OCCCC)cc2)n1,-2,31,-31,67,-0.2,-1,3,5,-6,-12
CCCC[C@@H]1C=C(C(=O)O)[C@H](c2ccc(C#N)cc2)N1S(=O)(=O)c1ccc(C)cc1,-1,6,-6,10,-1.3,0,4,-17,0,-4
COc1cc(S(=O)(=O)N2CCOCC2)ccc1NC(=O)COC(=O)/C=C/c1cc(OC)c(OC)c(OC)c1,0,-32,32,7,5.2,-5,0,4,5,8
CCOc1ccc(C(=O)C(CCC(CN(C)C)C(=O)c2ccc(OCC)cc2)CN(C)C)cc1 (configuration not stated),-21,18,-18,-102,-0.4,3,14*,9,-3,?
COc1ccc(OC)c(NC(=O)C2COc3ccccc3O2)c1 (configuration not stated),·,-18,18,8,0.2,5,4,3,0,-1
COc1cc(/C=C(\C#N)c2ccccn2)ccc1OCC(=O)Nc1cccc(C(F)(F)F)c1,-5,28,-28,-6,0.5,-3,4,6,8,-2
Cc1nn(-c2ccccc2)c(C)c1C(=O)NCCc1ccccc1,-4,·,·,88*,0.6,1,-3,6,6,-6
NC(=O)CC[C@H](NC(=O)c1ccc(F)cc1)C(=O)OCC(=O)NCc1ccc2c(c1)OCO2,1,14,-14,-3,-1.8,-3,-5,-17,-1,7
O=C(O)CCN1c2cccc3cccc(c23)S1(=O)=O,0,·,·,-5,-1.1,-6,2,4,-20,2
O=C(CN(Cc1ccc(Cl)cc1)S(=O)(=O)c1ccccc1)NCC1CCCO1 (configuration not stated),-1,25,-25,4,0.1,-1,-1,-9,-5,-3
CS(=O)(=O)N(CC(=O)NCc1ccc2c(c1)OCO2)c1cccc(Cl)c1,1,3,-3,-5,-0.7,1,-5,-18,5,1
CCCCCC(N)=O,-1,-17,17,-4,-3.4,0,0,-10,0,0
N#C/C(=C\c1cn(CC(=O)N2CCCC2)c2ccccc12)C(=O)NCc1ccc2c(c1)OCO2,-6,-18,18,-5,-0.5,1,-1,0,0,9
CCNS(=O)(=O)c1ccc(CCC(=O)N2CCN(c3ccc(OC)cc3)CC2)cc1,3,13,-13,0,0.8,-6,-2,-14,7,2
Cc1ccc(OCc2nnc(SCC(=O)c3ccccc3)n2-c2ccccc2)cc1,1,-23,23,·,0.9,0,1,-9,·,-14
O=C(NCc1ccc2c(c1)OCO2)C1CC(c2cccc(Br)c2)=NO1 (configuration not stated),3,52,-52,-5,-0.4,6,0,-4,-6,-8
CC(=O)NCc1ccc(S(=O)(=O)N2CCN(S(=O)(=O)c3ccc4ccccc4c3)CC2)cc1,-3,9,-9,-6,2.2,-9,10,-7,-3,49*
COc1cc(NC(=O)c2c(F)cccc2F)nc(OC)n1,12,-23,23,50,0.5,4,7,-18,13,1
COc1cc(C(N)=O)cc(Br)c1OC,·,12,-12,9,-0.1,-1,0,-8,13,-2
N=c1sccn1CC(=O)Nc1ccc(S(=O)(=O)N2CCOCC2)cc1,24,0,0,-2,2.1,-2,-2,-17,1,-6
CN(CC(=O)Nc1ccc(F)c(F)c1F)C(=O)C1CCC1,-1,36,-36,14,1.4,2,3,-6,-5,-2
COc1ccc(CCNC(=O)CN(C)S(=O)(=O)c2cccc3nsnc23)cc1OC,-4,-16,16,3,-5.7,-2,2,-18,3,-2

Going on with the list.
smiles,Wnt act,SR-BI DiI-HDL act,SR-BI DiI inh,MITF TRPM1 HTS,CDK5 p35 inh,RTF Ca sens act,HTR5A ag,PvdQ acylase,Rtt109 Vps75,dFosB act
CC1=CC(C)(C)Nc2ccc(OC(=O)c3cccnc3)cc21,·,-6,6,·,-0.6,-3,7,-7,2,-12
C#CCOCCOCCOCCNc1nc(N2CCOCC2)nc(N2CCN(C(=O)CCCCCCCCCCNC(=O)Cn3cc(CCCCCN)nn3)CC2)n1,-1,-31,31,5,-1.3,-3,0,-1,14,10
CC(=O)Nc1ccc(N(C(=O)c2ccco2)C(C(=O)NC2CCCC2)c2cccs2)cc1 (configuration not stated),10,-29,29,5,0.2,5,1,0,8,5
CCCC1=Nc2cc(C(=O)NCc3ccco3)ccc2Sc2ccccc21,-11,-22,22,-24,1.9,7,0,3,-12,-8
CCC1=C(OC(=O)N(CC)CC)N2C(=O)OC(=NCC(=O)OC)[C@]2(C)[C@H]2C1=CC[C@H]1C(=O)N(CC)C(=O)[C@H]12,-1,4,-4,6,0.3,-5,1,3,5,1
COc1nc(C)ccc1-c1noc(-c2ccco2)n1,-3,-9,9,20,-1.0,-4,-2,-15,4,-9
CCOC(=O)c1ccccc1NC(=O)c1cccc(F)c1,·,-22,22,21,-1.6,1,-2,-7,3,-2
O=C(Nc1ccc2nc(-c3ccccc3)[nH]c2c1)c1ccco1,54*,2,-2,·,1.2,6,2,-10,5,-3
CCCNC(=O)CS(=O)Cc1nc(-c2cccc(OC)c2)oc1C (configuration not stated),-3,-8,8,·,0.6,-1,0,2,7,-1
CCOC(=O)C1=C(C)NC(=O)NC1c1ccc(OC)c(CN2CCOCC2)c1 (configuration not stated),-1,12,-12,7,1.5,-8,9,-3,-6,-5
CCN(CC)c1ccc(-c2nn3c(-c4cccnc4)nnc3s2)cc1,0,-7,7,·,-0.6,-5,-2,-6,-27,-24
N#C/C(=C\c1ccc(O)cc1)c1nc2ccccc2o1,14,6,-6,58,1.4,0,-4,-2,2,-3
COc1ccc(CCNC(=O)CSc2nnc(-c3ccccc3)c3ccccc23)cc1OC,·,-33,33,3,1.0,9,-3,-7,-7,-4
CSc1ccc(S(=O)(=O)NCc2ccc(C)cc2)cc1,·,34,-34,2,-1.9,-6,2,-14,1,-8
Cc1ccc(OCCn2cnc3c(N)ncnc32)cc1,·,11,-11,5,·,0,10,-8,-7,-4
O=S(=O)(c1ccccc1)c1nc(NCc2ccccc2)sc1Cl,-1,28,-28,-8,-0.7,1,1,-12,-4,-5
CN(Cc1ccc2c(c1)OCCO2)C(=O)CN1C(=O)NC2(CCCCC2)C1=O,0,20,-20,-4,-0.1,1,0,-4,-2,-9
O=C(O)CSc1c2c(nc3cc(C(=O)N4CCCC4)ccc13)CCCC2,-1,17,-17,9,-1.0,5,7,9,-18,-4

Screening data from PubChem.

Hits appear at their usual frequency. About 4.4% of those tested had a hit in this group.
